Assay outcomes deposited in PubChem BioAssay by several laboratories.
NFkB transloc inh – inhibitors of IL-1B driven NFkB p65 nuclear import, primary screen, imaging, HUVEC, IL-1B stimulus, high-content imaging; HUVEC IL-1B NFkB p65 nuclear translocation imaging; inhibition, % at 2 µM; 0.43% of 94,000 active; AID 796, 2007;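 active = inhibition above about 30% together with a positive call from visual inspection of the well image, limit read from the data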;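 note: nuclear over cytoplasmic p65 intensity ratio measured by imaging; 0% = IL-1B stimulated DMSO wells and 100% = unstimulated DMSO wells; values of inactives mirror those of a sister screen read the other way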
MRP resist rev – reversal of MRP1-mediated doxorubicin resistance, primary screen, H69AR cells, doxorubicin co-treatment; 0.04% of 85,000 active; H69AR cells + 2 uM doxorubicin, CellTiter-Glo, 72 h; differential viability (reversal), % at 10 µM;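 active = viability drop by adding the cancer drug above about 55%, with treated viability meeting a 40% cutoff, limit read from the data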;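 note: viability without doxorubicin minus viability with 2 µM doxorubicin for each compound; larger differential means the compound sensitizes cells more to doxorubicin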
IL1B NFkB pot – enhancers of NFkB p65 translocation in HUVEC – imaging, IL-1B stimulus, high-content imaging, primary screen. AID 819, 2007. activation, % at 2 µM. HUVEC IL-1B NFkB p65 nuclear translocation imaging. 0.3% of 94,000 active;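 active = activation above 40%, about the mean plus 3 SD, also judged a hit on visual image review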;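 note: percent activation is computed from the nuclear over cytoplasmic p65 intensity ratio; values of inactives mirror those of a sister screen read the other way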
Bcl-B TR3 displacers – displacers of TR3 peptide from Bcl-B, primary screen, selectivity assay for Bfl-1 inhibitor project, biochemical, fluorescence polarization; Bcl-2-like protein 10 (Homo sapiens); FP displacement of FITC-TR3 peptide from Bcl-B; higher % means a stronger effect; displacement, % at 20 µM; hits with a dose series show IC50 in µM; 0.11% of 96,000 active; AID 748, 2007;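 active = displacement above 50% at 20 µM plus a fluorescence interference ratio under 1.5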;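 note: plate controls were wells without compound for no effect and wells lacking Bcl-B protein for full effect; a part of the inactive calls stands beside numbers as strong as those of hits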
PLAP inhibition – PLAP enzyme inhibitors, biochemical, luminescence, HTS (AID 690) | Alkaline phosphatase, placental type (Homo sapiens) | 0.08% of 96,000 active | inhibition, % at 20 µM, or IC50 in µM where a hit was titrated | purified PLAP, luminescent substrate; higher % means a stronger effect; in the data active = a potency from the dose series; inactive = the rest, 99 in 100 with inhibition below about 30%; note: strong numbers were not always called active
MRP resist rev cytotoxicity – second read-out of MRP resist rev, no call of its own (marks repeat the call); viability, %; H69AR cells, CellTiter-Glo, 72 h; measured here: cytotoxicity without doxorubicin
MRP resist rev with doxorubicin – further read-out of MRP resist rev, marked with its call; viability, %; measured here: viability with 2 uM doxorubicin; stronger effect = lower value
NFkB transloc inh cell count 2 µM – also measured in NFkB transloc inh; calls as there; cell count; measured here: cells passing quality filter;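 raw number of nuclei counted in each imaged well without normalization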
IL1B NFkB pot cell count 2 µM – further read-out of IL1B NFkB pot, marked with its call; cell count; measured here: cells passing quality filter
Starred values were filed as active, the others as inactive; . = not tested or not shown.

SMILES	NFkB transloc inh	NFkB transloc inh cell count 2 µM	MRP resist rev	MRP resist rev cytotoxicity	MRP resist rev with doxorubicin	IL1B NFkB pot	IL1B NFkB pot cell count 2 µM	Bcl-B TR3 displacers	PLAP inhibition
O=C(c1cccnc1)N1C2CCC1CC(O)(c1ccc(F)cc1)C2 (configuration not stated)	-34.1	210	2.8	92.4	89.7	34.1	210	-0.7%	0.4%
Cc1nn(C)cc1CNC(=O)Nc1ccc(Br)cc1Cl	9.5	130	.	.	.	-9.5	130	-0.1%	12.9%
Brc1ccc(-c2nc(-c3ccccc3)no2)o1	-13.9	129	-6.7	76.1	82.7	13.9	129	-2.3%	9.1%
CSc1ccccc1C(=O)N1CCN(c2ccc(F)cc2)CC1	-10.8	82	14.4	98.8	84.4	10.8	82	-6.2%	11.0%
Clc1ccc2nc(N3CCNCC3)nc(-c3ccccc3)c2c1	-6.3	134	-0.5	0.8	1.3	6.3	134	-18.7%	-46.8%
Cc1cc(/C=C(\C#N)C(=O)NCc2ccco2)c(C)[nH]1	3.2	116	10.2	86.5	76.3	-3.2	116	.	.
CCC1=Nc2ccc(Br)cc2C(c2ccccc2)N1CC(=O)OC (configuration not stated)	-5.0	148	.	.	.	5.0	148	-5.9%	-31.0%
c1ccc(-c2ccccc2OCCn2cncn2)cc1	4.7	160	3.9	90.4	86.5	-4.7	160	-3.3%	-12.6%
CCCn1nnnc1SCC(=O)NCc1ccccc1	3.3	92	-0.6	92.9	93.4	-3.3	92	-10.0%	13.0%
CCOC(=O)CCn1cc(F)c(=O)n(Cc2ccccc2)c1=O	-3.0	99	10.5	112.3	101.8	3.0	99	-5.9%	-20.3%
COc1ccc(/C=C/C(=O)NC(=S)NNC(=O)c2ccco2)cc1	7.0	121	-19.7	31.5	51.2	-7.0	121	.	.
COc1ccc(Cn2nnnc2C(C(C)C)N(Cc2ccco2)Cc2cccs2)cc1 (configuration not stated)	5.7	103	-16.1	51.4	67.5	-5.7	103	-2.6%	-1.8%
O=C(Cn1nnc2ccccc2c1=O)N1CCCc2ccccc21	4.5	72	-5.0	90.0	95.0	-4.5	72	-2.2%	9.3%
CC(=O)Nc1ccc(Nc2ncnc3c2cnn3-c2cccc(C)c2)cc1	4.4	79	.	.	.	-4.4	79	-6.3%	2.1%
COc1cccc(OCC(O)CN(CCO)Cc2ccccc2)c1 (configuration not stated)	-0.8	135	.	.	.	0.8	135	-3.3%	-10.9%
O=C(C1CCN(S(=O)(=O)c2cccs2)CC1)N1CCc2ccccc2C1	-12.4	167	-8.2	77.1	85.4	12.4	167	-5.5%	1.2%
CSc1nc(NC(C)C)nc(N2CCOCC2)n1	-9.1	110	8.1	100.8	92.7	9.1	110	1.6%	27.8%
CN(C)C(=O)c1ccc2c(c1)n(C)c(=O)n2C	-4.9	105	-2.1	96.0	98.1	4.9	105	.	.
O=S(=O)(Nc1nc2ccccc2nc1NCC1CCCO1)c1cccs1 (configuration not stated)	-10.4	114	14.0	86.1	72.1	10.4	114	5.6%	-25.5%
COC(=O)c1[nH]c2cccc(OC)c2c1NC(=O)CCN1CC(C)CC(C)C1 (configuration not stated)	9.1	112	-6.7	78.4	85.1	-9.1	112	3.0%	-45.1%
Cn1c(SCc2c(F)cccc2Cl)nnc1-c1cccs1	-5.2	149	17.9	97.7	79.8	5.2	149	-10.1%	23.6%
O=C(Cc1cn2ccsc2n1)Nc1ccccn1	1.8	87	-0.1	102.7	102.8	-1.8	87	-2.7%	2.4%
Cn1c(CCNC(=O)c2ccco2)nc2cc(NS(=O)(=O)c3ccccc3)ccc21	0.5	69	1.4	87.4	86.0	-0.5	69	-5.2%	2.8%
CCN(CC)C(=O)C(C)OC(=O)c1ccc(O)cc1 (configuration not stated)	-12.9	70	1.7	106.4	104.7	12.9	70	11.2%	-11.3%

Next part, starting with the last 6 of the part before.
SMILES	NFkB transloc inh	NFkB transloc inh cell count 2 µM	MRP resist rev	MRP resist rev cytotoxicity	MRP resist rev with doxorubicin	IL1B NFkB pot	IL1B NFkB pot cell count 2 µM	Bcl-B TR3 displacers	PLAP inhibition
O=S(=O)(Nc1nc2ccccc2nc1NCC1CCCO1)c1cccs1 (configuration not stated)	-10.4	114	14.0	86.1	72.1	10.4	114	5.6%	-25.5%
COC(=O)c1[nH]c2cccc(OC)c2c1NC(=O)CCN1CC(C)CC(C)C1 (configuration not stated)	9.1	112	-6.7	78.4	85.1	-9.1	112	3.0%	-45.1%
Cn1c(SCc2c(F)cccc2Cl)nnc1-c1cccs1	-5.2	149	17.9	97.7	79.8	5.2	149	-10.1%	23.6%
O=C(Cc1cn2ccsc2n1)Nc1ccccn1	1.8	87	-0.1	102.7	102.8	-1.8	87	-2.7%	2.4%
Cn1c(CCNC(=O)c2ccco2)nc2cc(NS(=O)(=O)c3ccccc3)ccc21	0.5	69	1.4	87.4	86.0	-0.5	69	-5.2%	2.8%
CCN(CC)C(=O)C(C)OC(=O)c1ccc(O)cc1 (configuration not stated)	-12.9	70	1.7	106.4	104.7	12.9	70	11.2%	-11.3%
Cc1cc(C)nc(NS(=O)(=O)c2ccc(Br)cc2)n1	-7.4	156	-0.6	98.5	99.1	7.4	156	0.2%	-27.1%
COC(=O)C1=C(C(=O)OC)C2(OC1c1cccc(F)c1)C(=O)c1ccccc1C2=O (configuration not stated)	0.8	147	-4.8	96.4	101.2	-0.8	147	6.5%	-11.3%
CC(C)Sc1nnc(-c2c[nH]c3ccccc23)n1C	.	.	0.1	68.4	68.3	.	.	-6.8%	4.4%
COC(=O)c1c(O)c2ccccc2[nH]c1=O	-3.1	104	5.3	98.8	93.4	3.1	104	5.5%	5.3%
CCOc1ccc(C2C=C(c3ccccc3)Nc3ncnn32)cc1 (configuration not stated)	7.6	85	17.2	104.9	87.7	-7.6	85	38.1%	-1.4%
COc1cc(N2CCCC2)c(OC)cc1/C=C(/C#N)c1cccc(Br)c1	11.1	144	3.2	66.6	63.5	-11.1	144	30.5%	31.0%
CN(CCNC(=O)c1cccc(N2CCCC2=O)c1)Cc1ccccc1	-10.6	178	-1.6	91.2	92.8	10.6	178	-6.8%	-40.3%
O=C(Nc1ccc(Br)cc1)c1cccnc1N1CCCCC1	-3.9	55	-20.7	51.6	72.2	3.9	55	45.5%	-43.6%
Cc1ccccc1C1NS(=O)(=O)N=C1N (configuration not stated)	6.1	161	13.1	105.9	92.8	-6.1	161	-2.3%	-9.2%
Cc1ccc(-c2nn(CCC(=O)NCC3CCCO3)c(=O)c3ccccc23)cc1 (configuration not stated)	10.0	156	7.5	88.6	81.1	-10.0	156	-15.0%	-20.5%
CC(C)C(C(=O)NCC1CCCO1)N(Cc1ccco1)C(=O)CNS(=O)(=O)c1ccc(F)cc1 (configuration not stated)	4.2	172	9.2	94.7	85.5	-4.2	172	-11.9%	-16.0%
COC(=O)c1cc2nc(-c3ccccc3)cc(C)n2n1	-6.6	80	0.5	89.0	88.5	6.6	80	11.6%	4.5%
C=CCn1c(N)nc2ccccc21	3.5	167	.	.	.	-3.5	167	-4.1%	-1.2%
O=c1oc(-c2cccs2)nc2scc(-c3cccs3)c12	-2.6	96	-2.8	99.3	102.1	2.6	96	-4.5%	29.2%
Cc1ccc(-n2nc(C)c3c2OC(N)=C(C#N)C3c2ccco2)cc1 (configuration not stated)	-2.6	202	21.9	99.5	77.6	2.6	202	-11.1%	15.9%
COc1ccccc1C(=O)Nc1ccc(S(=O)(=O)N2CCOCC2)cc1	-26.4	158	3.8	81.7	77.9	26.4	158	0.2%	6.3%
Cc1sc(NC(=O)c2cc(-c3ccc(Cl)cc3)nc3ccccc23)c(C(N)=O)c1C	-8.9	125	.	.	.	8.9	125	-2.5%	1.2%
COc1ccc(C(=O)N2CCN(S(=O)(=O)c3ccccc3)CC2)c(OC)c1	6.5	106	5.3	97.7	92.4	-6.5	106	-11.0%	-39.6%
COc1ccc(CNC(=O)C(NS(=O)(=O)c2ccc3c(c2)CCCN3C(C)=O)C(C)C)cc1 (configuration not stated)	-7.3	129	-13.5	97.1	110.6	7.3	129	-3.1%	1.3%
COc1ccc(-n2nnnc2SCC(=O)c2cc3ccccc3o2)cc1	8.0	187	0.7	96.2	95.6	-8.0	187	-28.8%	4.9%
O=C(OC1CCS(=O)(=O)c2sccc21)c1ccccc1 (configuration not stated)	-7.3	175	5.5	92.2	86.8	7.3	175	-6.7%	-0.4%
COc1cc(/C=N/NC(=O)c2cnn3c(C)cc(-c4ccccc4)nc23)ccc1O	3.6	135	.	.	.	-3.6	135	6.3%	-5.7%
Cc1noc(/C=C/N(C)C)c1S(=O)(=O)N1CCCC(C(=O)NCc2ccc(Cl)cc2)C1 (configuration not stated)	3.0	146	10.6	101.7	91.0	-3.0	146	-14.0%	-20.4%
O=C(O)c1ccc2c(c1)N(Cc1ccccc1)C(=O)c1ccccc1S2=O (configuration not stated)	.	.	.	.	.	.	.	-1.4%	-14.0%
O=C(NC1CCCC1)C1CCCN1C(=O)Nc1ccccc1 (configuration not stated)	-7.5	182	4.5	96.0	91.5	7.5	182	-3.7%	16.1%
COc1ccc(NC(=O)C2CC2)cc1-n1cnnn1	-0.8	203	3.8	103.7	99.9	0.8	203	-10.4%	18.3%
COc1ccc(CN2CCn3ncc(C(=O)Nc4cc(C)cc(C)c4)c3C2=O)cc1	1.4	156	-7.2	50.2	57.4	-1.4	156	-23.7%	-0.3%
Cc1cc(C(C#N)c2cccc(Cl)c2)n2ncnc2n1 (configuration not stated)	-0.3	169	10.4	104.2	93.8	0.3	169	-0.8%	-8.2%
CCCCC(=O)Nc1ccc(C(=O)Nc2ccc(S(=O)(=O)N3CCCC3)cc2)cc1	-5.7	163	1.1	62.8	61.8	5.7	163	-3.7%	2.2%
CCOCCCn1c(C)nc2c(c1=O)c1nc3ccccc3nc1n2CCC1=CCCCC1	3.6	87	.	.	.	-3.6	87	-9.8%	-46.8%
O=C(CCC1CCCCC1)Nc1c2c(nn1-c1ccc(F)cc1)CS(=O)C2 (configuration not stated)	4.9	30	-0.1	98.9	99.0	-4.9	30	-4.8%	-17.3%
O=C1c2ccccc2C(=O)N1Cc1nc(-c2ccccn2)no1	0.8	101	0.3	96.7	96.3	-0.8	101	-3.4%	-7.2%
Clc1ccc(Cn2cccc2C2=NCCO2)cc1	1.9	118	0.4	88.7	88.3	-1.9	118	-3.1%	28.3%
CCOc1cccc(N2C(=O)CC(n3cnc4ccccc43)C2=O)c1 (configuration not stated)	-8.0	162	4.4	89.2	84.8	8.0	162	-13.2%	18.5%
COc1ccc(Cl)cc1NC(=O)CN(C)C1CCCCC1	-0.2	178	.	.	.	0.2	178	-10.0%	22.2%
CCC(C)[C@H](NC(=O)N1CCCC1)C(=O)OC (some centres not stated)	17.8	91	-6.5	82.8	89.3	-17.8	91	-0.7%	15.6%
CCC(C)(C(=O)NC1CCCC1)N(CC1CCCO1)C(=O)CNC(=O)c1ccccc1 (configuration not stated)	.	.	35.0	97.8	62.8	.	.	-10.4%	-34.1%
CCOC(=O)C1CCCN(C(=O)CNC(=O)Cn2ccc3ccccc3c2=O)C1 (configuration not stated)	.	.	-6.0	89.6	95.7	.	.	-1.3%	5.0%
Nc1c(C(=O)NC23CC4CC(CC(C4)C2)C3)sc2nc3c(c(C(F)(F)F)c12)CCC3	3.4	191	.	.	.	3.5	131	-1.9%	8.3%

This is a subset (hit frequency here may not be typical).
